POLI inh: DNA polymerase iota (human) inhibition. Q9UNA4. Pol iota fluorescent replication assay, 10 min. Potency, µM (doses to about 115 µM), for the others: top-dose activity, negative = inhibition, hits mostly inhibitors. hit rate 1% among 390,000. AID 588590
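Fluorescent replication assay read twice, at 0 min and 10 min after adding 50 nM (final) substrate. Enzyme (10 nM) and compounds were first incubated 15 min at room temperature; enzyme-free buffer wells were negative controls.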
POLK inh: inhibitors of human DNA polymerase kappa; Q9UBT6; purified Pol kappa, fluorescent DNA synthesis assay, 10 min; Potency, µM (titrated, usually from 107 µM), inactives show at the top dose activity, negative = inhibition, most hits filed as inhibitors; hit rate 0.53% among 400,000; further: on the % scale 0 is the no-effect control and ±100 the full control effect
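Here, compound and 10 nM enzyme are combined for 15 min at room temperature; adding 50 nM substrate (final) starts DNA synthesis, tracked by fluorescence at 0 and 10 min against buffer-only wells.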
G9a block: G9a (human) methyltransferase inhibition; hit rate 8.8% among 350,000; Potency, µM (top dose mostly 102 µM), inactives show at the top dose activity, negative = inhibition, most hits filed as inhibitors; G9a H3K9 monomethylation, AlphaScreen, 2 h; AID 504332; Q96KQ7; further: on the % scale 0 is the no-effect control and ±100 the full control effect; nearly all actives have a fitted effect of over 75% in size
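Quantitative HTS format: methyltransferase activity on a biotin-tagged H3K9 peptide is measured by AlphaScreen, using a rabbit anti-monomethyl-H3K9 antibody with streptavidin donor and anti-IgG acceptor beads. Final levels are 20 nM enzyme, 500 nM peptide, 20 uM SAM; 2 h RT.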
BLM inh: Bloom syndrome helicase (human) inhibition; recombinant BLM DNA unwinding, fluorescence dequenching; P54132; hit rate 0.2% among 350,000; Potency, µM (titrated, usually from 56.1 µM), without a hit: top-dose activity change, negative = inhibition, actives largely listed as inhibitors; AID 2528;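 further: plate controls were vehicle for no effect and no enzyme for full effect; nearly all actives have a fitted effect of over 35% in size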
POLB inh: blocks human DNA polymerase beta activity; hit rate 1.3% among 340,000; AID 485314; P06746; Potency, µM (highest dose often 114 µM), for the others: at the highest dose activity change, negative = inhibition, hits mostly inhibitors; Pol beta primer extension/strand displacement, fluorescence kinetic; further: on the % scale 0 is the no-effect control and ±100 the full control effect
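10 nM enzyme + cpd, 15 min RT; start with substrate 50 nM final; read 0 min and after 10 min RT. Corrected, normalized data; 4-parameter Hill curve fit.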
JMJD2A Tudor inh: blocks the human JMJD2A Tudor domain. O75164. AlphaScreen JMJD2A-Tudor / H3K4me3 peptide binding. Potency, µM (top dose mostly 114 µM), for the others: at the highest dose activity change, negative = inhibition, usual class: inhibitors. hit rate 4.4% among 390,000; further: on the % scale 0 is the no-effect control and ±100 the full control effect; nearly all actives have a fitted effect of over 50% in size
Target sequence (O75164 whole entry, looked up, the tested form may be a part): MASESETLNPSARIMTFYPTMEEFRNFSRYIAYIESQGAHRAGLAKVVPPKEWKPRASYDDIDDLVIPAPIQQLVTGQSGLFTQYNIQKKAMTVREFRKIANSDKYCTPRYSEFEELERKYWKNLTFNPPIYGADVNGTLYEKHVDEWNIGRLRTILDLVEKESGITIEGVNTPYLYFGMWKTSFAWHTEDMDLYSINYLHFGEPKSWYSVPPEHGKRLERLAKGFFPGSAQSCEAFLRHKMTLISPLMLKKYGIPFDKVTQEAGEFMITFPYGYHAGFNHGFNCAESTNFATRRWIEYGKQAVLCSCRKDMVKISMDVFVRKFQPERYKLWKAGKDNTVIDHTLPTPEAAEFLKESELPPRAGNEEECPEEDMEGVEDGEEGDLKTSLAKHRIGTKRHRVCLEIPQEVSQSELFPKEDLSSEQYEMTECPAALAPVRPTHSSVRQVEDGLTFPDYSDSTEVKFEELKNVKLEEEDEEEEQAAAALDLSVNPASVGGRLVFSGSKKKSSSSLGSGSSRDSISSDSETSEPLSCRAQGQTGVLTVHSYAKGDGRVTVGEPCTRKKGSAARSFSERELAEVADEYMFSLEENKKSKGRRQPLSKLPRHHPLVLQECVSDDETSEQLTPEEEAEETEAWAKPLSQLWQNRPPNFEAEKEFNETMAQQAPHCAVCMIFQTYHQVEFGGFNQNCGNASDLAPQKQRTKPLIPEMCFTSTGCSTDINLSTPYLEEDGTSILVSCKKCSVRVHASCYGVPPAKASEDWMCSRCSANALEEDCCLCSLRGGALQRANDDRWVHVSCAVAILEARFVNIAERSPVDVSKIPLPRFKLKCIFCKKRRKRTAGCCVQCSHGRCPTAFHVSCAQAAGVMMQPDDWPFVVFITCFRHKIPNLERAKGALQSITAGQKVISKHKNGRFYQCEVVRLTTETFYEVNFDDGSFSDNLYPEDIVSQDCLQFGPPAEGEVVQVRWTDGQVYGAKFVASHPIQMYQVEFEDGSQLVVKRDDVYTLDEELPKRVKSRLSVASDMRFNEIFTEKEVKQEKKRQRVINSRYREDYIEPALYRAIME
BAZ2B inh: BAZ2B (human) inhibition | AlphaScreen BAZ2B-H3K14Ac peptide displacement | AID 504333 | Potency, µM (doses to about 114 µM), for inactives: at the highest dose activity change, negative = inhibition, hits mostly inhibitors | Q9UIF8 | hit rate 4.4% among 360,000; further: on the % scale 0 is the no-effect control and ±100 the full control effect; nearly all actives have a fitted effect of over 60% in size
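Compounds, titrated to a top concentration of 110 uM, were incubated 30 min at room temperature with preformed BAZ2B/acetyl-K14 H3 peptide complex (50 nM each). Proximity signal was measured by AlphaScreen after 20 min with beads.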
APEX1 inh: APE1 (human) endonuclease inhibition | hit rate 0.35% among 350,000 | P27695 | Potency, µM (highest dose often 65.8 µM), without a hit: at the highest dose activity change, negative = inhibition, actives largely listed as inhibitors | recombinant APE1, TAMRA/BHQ-2 abasic DNA cleavage fluorescence;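 further: plate controls were vehicle for no effect and reference inhibitor for full effect; nearly all actives have a fitted effect of over 55% in size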
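Enzyme (0.75 nM final) and test compound are incubated 15 min at room temperature before adding 50 nM quenched THF abasic-site duplex. Cleavage dequenches TAMRA, followed at 525/598 nm over three reads one minute apart.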
POLH inh: DNA polymerase eta (human) inhibition. recombinant Pol eta, fluorescent DNA replication assay. Potency, µM (series often up to 114 µM), for the others: top-dose activity change, negative = inhibition, usual class: inhibitors. hit rate 1.2% among 390,000; further: on the % scale 0 is the no-effect control and ±100 the full control effect
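Fluorescent replication assay: 50 nM final substrate added after a 15 min room-temperature compound preincubation with 10 nM enzyme. Signal taken at 0 min and again at 10 min.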
The depositor's hits bear a star; u = inconclusive; x = not tested or not shown; [ ] = another dose, or the depositor's remark. The call rests on the fitted dose curve; in most records, active means well fitted curve in the direction sought with a large enough effect; inconclusive means small, poorly fitted or top-dose-only effect, or another doubt; inactive means no such curve, though single readings can be large; an effect the other way counts as inactive or inconclusive. Potency means the concentration at half of the fitted maximal effect.

SMILES	JMJD2A Tudor inh	POLB inh	POLI inh	BAZ2B inh	G9a block	POLH inh	POLK inh	BLM inh	APEX1 inh
COc1ccc(N=C2CCCN2CC(N)=O)cc1	-6%[11.4 µM]	7%	-1%	0%	-4%	-22%	-3%	1%	3%
Cc1ccc2cc(S(=O)(=O)NCCC(=O)O)ccc2c1	-7%	-16%	-2%[58.9 µM]	-23%	7%	-8%	-15%	1%	-1%
O=C(NCC1CCCO1)/C(=C\c1cccs1)NC(=O)c1ccccc1 (stereo unspecified)	-15%[57.1 µM]	5%	85%[activator]	-13%	8%	-9%	-3%	0%	4%
CCN1C(=O)[C@@H]2[C@@H](c3ccc(-c4ccc(F)cc4)cc3)N3CCCC[C@@]3(C(=O)OC)[C@@H]2C1=O	-18%	x	-2%	1%	11%[2.33 µM]	-16%	-17%	x	-23%
CC(=O)c1c(C)cc(C)c(CSc2nc(C)cc(=O)[nH]2)c1C	-26%	27%	14%	8%	-35%	-8%	-5%	-5%	2%
O=C(O)c1cccc2cccc(-c3c4ccc(=O)c(O)c-4oc4c(O)c(O)ccc34)c12	0.79µM*	x	0.71µM*	x	x	-98%	1.1µM*	x	x
Cc1c(C(=O)N(CCO)Cc2ccccc2)oc2c(F)cccc12	-5%	-13%	25%	-25%	45%	-12%	8%	-3%	38%
CCOc1ccc(C(=O)Nc2ccccc2-c2ccccc2)cc1Cl	26%	30%	12%	14%	27%[0.501 µM]	-6%	-4%	-11%	-3%
O=C1C=C(c2cccs2)CC(c2cccs2)C1n1cnc([N+](=O)[O-])c1 (stereo unspecified)	u	14%	u	u	-8%	-11%	-10%	-4%	-7%
COC(=O)N1CCC2(CCCN(C(=O)Nc3cccc(C#N)c3)C2)CC1	x	x	x	x	-33%[12.7 µM]	x	3%[60.1 µM]	-6%	2%
O=[N+]([O-])c1cccc(C2Nc3cccc4cccc(c34)N2)c1	50µM*	3%	u	35µM*	16µM*	u	-3%	-8%	1%
CC(=O)OC1CC[C@@]2(C)C(CCC3C2CC(=O)[C@@]2(C)C3CC3CC(C)=CC(=O)C32)C1 (stereo partly specified)	-25%	47%	-10%	-7%	33%	-3%	-5%	3%	2%

SMILES	JMJD2A Tudor inh	POLB inh	POLI inh	BAZ2B inh	G9a block	POLH inh	POLK inh	BLM inh	APEX1 inh
CCOC(=O)C(=O)C1C(=O)Nc2ccccc21 (stereo unspecified)	-23%	26%	-6%	-11%	-47%[2.33 µM]	-18%	-17%	-4%	1%
O=C1c2ccccc2C(Nc2ccc(F)cc2F)N1CCN1CCOCC1 (stereo unspecified)	-5%	0%	-14%	-26%	u	-5%	-6%	-1%	2%
CC(=O)OCC1OC(c2ccccc2)C(OC(C)=O)C(OC(C)=O)C1OC(C)=O (stereo unspecified)	-5%	-7%	-8%	14%	31%[12.7 µM]	-9%	0%	-2%	1%
COc1ccc(-n2nnnc2SCC(=O)Nc2nnn(C)n2)cc1	-18%	5%	20%	-10%	8%[59 µM]	-7%	3%	-10%	1%
COc1ccc(Cn2c(CNS(=O)(=O)c3ccc(C)c(C)c3)nc3cccnc32)cc1	-29%	6%	7%	-4%	41%[59 µM]	-17%	-10%[60.1 µM]	-2%	x
O=C(NC(=S)N1CCCCC1c1cccnc1)c1ccccc1 (stereo unspecified)	-20%	5%	28%	13%	x	-14%	-3%	1%	-1%
CCOC(=O)c1ccc(COC(=O)CNC(=O)CNC(=O)c2ccc(OC)cc2)o1	-14%	u	3%	-3%	-2%[12.7 µM]	-13%	-17%	3%	5%
CN(C)c1ccc(CNC(=O)CN2C(=O)CSc3ccc(S(=O)(=O)N4CCCC4)cc32)cc1	u	6%	-16%	u	11µM*	-8%	1%	-4%	x
CCOC(=O)c1c(N)sc(C)c1-c1ccccc1	x	x	x	x	18µM*	x	-12%[60.1 µM]	-9%	u
COc1cc(CNCCCN2CCOCC2)c(Br)cc1OC(C)C	6%	60%	86%[activator]	4%	-10%[59 µM]	-14%	-3%	-3%	-1%
C/C(=N\NC(N)=S)c1cccnc1	8%	3%	42%[activator]	-1%	x	3%	-4%	-1%	7%
Cc1cc(C)n2nc(C(=O)N/N=C/C=C/c3ccccc3)nc2n1	-24%	23%	10%	-23%	x	-1%	-16%	7%	-2%

SMILES	JMJD2A Tudor inh	POLB inh	POLI inh	BAZ2B inh	G9a block	POLH inh	POLK inh	BLM inh	APEX1 inh
CCOc1ccc(CCNC(=O)Cc2ccc(NC3=NC4CS(=O)(=O)CC4S3)cc2)cc1OCC (stereo unspecified)	-21%	29%	20%	-1%	3%	-15%	-13%	3%	16%
N#CCSc1nc2ccccc2c(=O)n1CCCC(=O)NCc1ccco1	-16%	-3%	161%[activator]	-15%	-2%[59 µM]	3%	-10%	0%	9%
Cc1nc(NC(=O)c2cccc(Cl)c2)sc1-c1csc(Nc2cccc(Cl)c2)n1	x	10%	x	-14%	u	x	x	-7%	0%
COC(=O)C1=C(C)N(Cc2ccc(OC)c(OC)c2)C(=O)C1	-28%[11.4 µM]	0%	15%	-9%	-13%[59 µM]	-14%	-6%	-1%	0%
CN(C)CCCn1c(NCc2ccc3c(c2)OCO3)nc2ccccc21	-8%	2%	-16%	-1%	u	-12%	1%	2%	0%
O=C(Nc1cccc2ccccc12)N1CCN(c2ccc(F)cc2)CC1	-18%	0%	9%	-30%	-43%[12.7 µM]	-4%	-18%	-4%	-4%
Cc1ccc2cc(/C=N/NC(=O)c3ccc(F)cc3)c(Cl)nc2c1	-20%	0%	82%[activator]	-8%	67%[activator][59 µM]	-2%	-4%	-4%	10%
Cc1ccc(CNC(=O)CCc2c(C)nc3nc(CNC(=O)OC(C)(C)C)nn3c2C)cc1	-7%	3%	9%	2%	-3%[59 µM]	-10%	-16%	-2%	x
C[C@@H](C(=O)Nc1ccc2c(c1)OCCO2)n1nnc2ccccc2c1=O	-3%	73%	20%	1%	32%[activator]	-16%	-5%	-1%	2%
CCCCn1c(N)c(N(CC(C)C)C(=O)c2cc(C)nc3ccccc23)c(=O)[nH]c1=O	-11%	x	2%	14%	-48%	-3%	-8%	x	0%
CC(C)C[C@H]1CN=C(Nc2ccccc2)N1CCCC1CCCC1	17%	20%	-19%	-18%	11%	u	-3%	0%	46%[activator]
COc1cccc(NC(=O)CCC2CCN(C(=O)C3CC=CCC3)CC2)c1 (stereo unspecified)	-4%	32%	19%	-20%	-9%	-9%	14%	0%	85%[activator]

SMILES	JMJD2A Tudor inh	POLB inh	POLI inh	BAZ2B inh	G9a block	POLH inh	POLK inh	BLM inh	APEX1 inh
CC(C)(C)OC(=O)C[C@@H]1C/C=C\C[C@@H](CC(=O)N[C@H](CO)Cc2ccccc2)C(=O)N2CCC[C@H]2COC1=O	-29%	x	43%[activator]	x	x	-16%	8%	x	-11%
Cc1ccc(C)c(Nc2nn3c(=O)c4ccc(C(=O)NCCc5ccccc5)cc4nc3s2)c1	-2%	35%	-10%	-11%	-2%[59 µM]	4%	2%	-4%	x
Cc1ccc(NC(=O)CSc2nnc(-c3cc(C)on3)o2)cc1	-10%	44%	134%[activator]	7%	21%	-19%	3%	-1%	16%
CCOc1ccc(-n2nc3ccc(NC(=O)c4ccc5c(c4)OCCO5)cc3n2)cc1	-19%	20%	-12%	11%	21%[59 µM]	-3%	-3%	1%	10%
CCc1c(C)nc2c(-c3ccccc3)c(C)[nH]n2c1=O	u	-12%	109%[activator]	-4%	x	12%	-11%	-2%	-11%
O=C(CNC(=O)Cn1ccc2ccccc2c1=O)NCCCN1CCCCCC1	-5%	23%	13%	1%	12%[59 µM]	8%	-7%	-5%	-7%
Cc1ccc(NC(=O)CC2S/C(=N/N=C3/NC(=O)CS3)NC2=O)cc1 (stereo unspecified)	u	3%	69%[activator]	56µM*	u	5%	-10%	2%	-1%
CC(=O)c1cccc(NC(=O)CC2S/C(=N/N=C/c3ccccc3)NC2=O)c1 (stereo unspecified)	3%	14%	-6%	-17%	42%[59 µM]	-13%	-4%	-7%	-4%
C=CCC(C(=O)OC)(C(=O)OC)c1ccccc1[N+](=O)[O-]	-23%	-1%	18%	-4%	31%[12.7 µM]	-6%	0%	-7%	2%
COCCn1cnc2c1c(=O)[nH]c(=O)n2Cc1ccccc1	5%	24%	u	1%	17%	-6%	2%	-6%	22%
COc1ccc(C)cc1NC(=O)C1CCN(S(=O)(=O)c2ccc3[nH]c(=O)oc3c2)CC1	-26%	0%	18%	-3%	-1%[59 µM]	-19%	0%	1%	x
COc1ccc(OC)c(NC(=O)CSc2nnnn2-c2ccccc2F)c1	0%	-1%	-10%	-29%	u	-10%	-1%	1%	-1%

Gathered by group, the entries above containing a cyano group
SMILES	JMJD2A Tudor inh	POLB inh	POLI inh	BAZ2B inh	G9a block	POLH inh	POLK inh	BLM inh	APEX1 inh
COC(=O)N1CCC2(CCCN(C(=O)Nc3cccc(C#N)c3)C2)CC1	x	x	x	x	-33%[12.7 µM]	x	3%[60.1 µM]	-6%	2%
N#CCSc1nc2ccccc2c(=O)n1CCCC(=O)NCc1ccco1	-16%	-3%	161%[activator]	-15%	-2%[59 µM]	3%	-10%	0%	9%

The listing continues:
SMILES	JMJD2A Tudor inh	POLB inh	POLI inh	BAZ2B inh	G9a block	POLH inh	POLK inh	BLM inh	APEX1 inh
Cc1ccc(-c2nn(-c3ccccc3)cc2C(N)=O)o1	u	1%	59%[activator]	-35%	-50%[12.7 µM]	-19%	-10%	-14%	0%
Cc1ccc(-n2nc3c(=O)n(C(C)C(=O)NCc4ccc(Cl)cc4)nc(C)c3c2C)cc1 (stereo unspecified)	-33%	u	-18%	u	-18%[59 µM]	-20%	-25%	-8%	0%
Cc1ccc(NC(=O)CSc2nc(=O)n(Cc3ccncc3)c3c2CCC3)cc1Cl	-6%	16%	-5%	4%	1%[59 µM]	-16%	2%[60.1 µM]	2%	x
CCCCc1nnc2c(N(C)S(=O)(=O)c3ccccc3)nc3ccccc3n12	-7%	0%	21%	-7%	71µM*	-1%	-7%	11%	8%

An excerpt; count on the stated rates, not on these rows.
